mHtt clearance – mutant huntingtin protein clearance | HeLa Exon1htt(103Q)mCFP, aggregate imaging; zero = plate's median compound well | inhibition, % at 1.5 µM | actives 0.42% (n = 47,000) | AID 853;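 active = inhibition of aggregate fluorescence above about 70%, also judged a hit by eye on the cell image, limit read from the data, passing the limit was not always enough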;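 also: cells exposed to compound for three days before fixation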
mHtt clearance grain fraction – recorded beside mHtt clearance, whose call it bears; fraction fluorescence in grains; measured here: aggregate grain fluorescence fraction; stronger effect = lower value;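 scaled fraction of total cell fluorescence in grains with unit not stated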
The depositor's hits bear a star; i = inactive.

SMILES	mHtt clearance	mHtt clearance grain fraction
Cc1cc(C)n(CC(O)COc2cccc(OCC(O)Cn3nc(C)cc3C)c2)n1 (centres undefined)	38	12
CCCCn1c(SCC(=O)NCCOC)nc2ccc(N3CCOCC3)cc2c1=O	-21	46
C=CCn1c(-c2ccc(C)cc2)nc2ccccc21	-56	59
O=S1(=O)N=C(Nc2ccc(N3CCOCC3)cc2)c2ccccc21	-34	25
Cc1c(C(N)=O)c(N)c(C(=O)c2ccccc2)n1-c1ccccc1	34	14
COc1ccc(C(C)C)cc1S(=O)(=O)Nc1ccc(Cl)cn1	-1	37
c1ccc(C2=Nn3c(nnc3-c3n[nH]c4c3CCC4)SC2)cc1	-36	51
N#C/C(=C(\O)CCl)c1nnc2n1CCCCC2	7	35
CC(NC(=O)OCc1ccccc1)C(=O)OCN1C(=O)c2ccccc2C1=O (centres undefined)	53	9.9
COc1ccc(Cn2nnnc2C(c2cccs2)N2CCSCC2)cc1 (centres undefined)	1	38
COc1ccc(CN2CCN(C(=O)CC(C)C)CC2)c2ccccc12	-31	22
CN1C(=O)N(C)C(NC(=O)Nc2ccccc2)C1NC(=O)Nc1ccccc1 (centres undefined)	13	17
Cc1c(C(=O)Nc2ccncc2)oc2ccccc12	62	6.9
C=CCn1c(SCC(=O)N2CC(=O)Nc3ccccc32)nc2scc(-c3ccccc3)c2c1=O	27	29
CC(C)CC(=O)Nc1ccc(-c2cn3ccsc3n2)cc1	3	19
O=C(NCC1CCCO1)c1cccc(F)c1 (centres undefined)	16	33
COc1cc(NC(=O)c2cc3ccccc3o2)c(OC)cc1Cl	0	22
CCOc1cccc(C(=O)N(Cc2ccc(F)cc2)C2CCS(=O)(=O)C2)c1 (centres undefined)	-16	23
Cc1nc(NC(=O)c2cc(-n3cnnc3)ccc2Cl)ccc1Br	-15	19
c1cc2c(cc1Nc1nc(-c3ccc4c(c3)OCO4)cs1)OCCO2	56	7.3

A different layout for 20 compounds above.
Structure | mHtt clearance | mHtt clearance grain fraction
Cc1cc(C)n(CC(O)COc2cccc(OCC(O)Cn3nc(C)cc3C)c2)n1 (centres undefined) | 38 | 12
CCCCn1c(SCC(=O)NCCOC)nc2ccc(N3CCOCC3)cc2c1=O | -21 | 46
C=CCn1c(-c2ccc(C)cc2)nc2ccccc21 | -56 | 59
O=S1(=O)N=C(Nc2ccc(N3CCOCC3)cc2)c2ccccc21 | -34 | 25
Cc1c(C(N)=O)c(N)c(C(=O)c2ccccc2)n1-c1ccccc1 | 34 | 14
COc1ccc(C(C)C)cc1S(=O)(=O)Nc1ccc(Cl)cn1 | -1 | 37
c1ccc(C2=Nn3c(nnc3-c3n[nH]c4c3CCC4)SC2)cc1 | -36 | 51
N#C/C(=C(\O)CCl)c1nnc2n1CCCCC2 | 7 | 35
CC(NC(=O)OCc1ccccc1)C(=O)OCN1C(=O)c2ccccc2C1=O (centres undefined) | 53 | 9.9
COc1ccc(Cn2nnnc2C(c2cccs2)N2CCSCC2)cc1 (centres undefined) | 1 | 38
COc1ccc(CN2CCN(C(=O)CC(C)C)CC2)c2ccccc12 | -31 | 22
CN1C(=O)N(C)C(NC(=O)Nc2ccccc2)C1NC(=O)Nc1ccccc1 (centres undefined) | 13 | 17
Cc1c(C(=O)Nc2ccncc2)oc2ccccc12 | 62 | 6.9
C=CCn1c(SCC(=O)N2CC(=O)Nc3ccccc32)nc2scc(-c3ccccc3)c2c1=O | 27 | 29
CC(C)CC(=O)Nc1ccc(-c2cn3ccsc3n2)cc1 | 3 | 19
O=C(NCC1CCCO1)c1cccc(F)c1 (centres undefined) | 16 | 33
COc1cc(NC(=O)c2cc3ccccc3o2)c(OC)cc1Cl | 0 | 22
CCOc1cccc(C(=O)N(Cc2ccc(F)cc2)C2CCS(=O)(=O)C2)c1 (centres undefined) | -16 | 23
Cc1nc(NC(=O)c2cc(-n3cnnc3)ccc2Cl)ccc1Br | -15 | 19
c1cc2c(cc1Nc1nc(-c3ccc4c(c3)OCO4)cs1)OCCO2 | 56 | 7.3

The results go on:
SMILES	mHtt clearance	mHtt clearance grain fraction
CS(=O)(=O)N(C(=O)NC(=O)NC1CCS(=O)(=O)C1)C1CCCCC1 (centres undefined)	-47	27
COc1ccc(S(=O)(=O)N2CCN(C(=O)[C@@H]3CCC(=O)N3C3OC(=O)c4ccccc43)CC2)cc1 (some centres undefined)	58	15
COc1ccccc1OCc1nnc(SCC(=O)NCc2ccco2)n1Cc1ccco1	22	16
Cc1[nH]c2ccccc2c1C(=O)CNc1nccs1	8	37
COCCNS(=O)(=O)c1ccc(OCC(=O)OC)c(Cl)c1	-8	48
CCc1ccc(N2CC(C(=O)NCc3ccco3)CC2=O)cc1 (centres undefined)	-35	26
CCN(c1ccc(NC(=O)CSc2nnc3nc(C)cc(C)n23)cc1)C(C)C	4	17
CC(C)(C)n1nc2c(c1NC(=O)c1cccs1)CS(=O)C2 (centres undefined)	-29	22
Cc1noc(NS(=O)(=O)c2ccc(N/C=C/C(=O)c3ccc4c(c3)OCO4)cc2)c1C	-31	29
COc1ccccc1NC(=O)Cc1cccs1	-22	23
O=C(CS(=O)(=O)Cc1ccccc1)Nc1ncccn1	-3	22
N#Cc1c(NC(=O)C2CC(c3ccccc3Cl)=NO2)sc2c1CCC2 (centres undefined)	-18	39
CCOC(=O)c1sc(=S)n(-c2cccc(OC)c2)c1N	-5	38
Cc1n[nH]c(=O)nc1NCC1CCCO1 (centres undefined)	76*	4.2*
O=C(NCCN=C1NS(=O)(=O)c2ccccc21)c1ccncc1	0	31
CC1CC(C)CN(Cc2nc(N)nc(Nc3ccccc3)n2)C1 (centres undefined)	30	28
O=C(O)c1cc(S(=O)(=O)NCC2CCCO2)ccc1Cl (centres undefined)	-27	26
CCS(=O)(=O)N1CCN(C(=O)c2cc(OC)cc(OC)c2)CC1	16	35
CCc1nnc(NC(=O)Cc2ccc(OCc3c(C)noc3C)cc2)s1	-35	52
Cc1oc(-c2ccccc2F)nc1CN1CCC(C(=O)NCCC2=CCCCC2)CC1	27	27
CC(=O)c1sc(NC(=O)C2COc3ccccc3O2)nc1C (centres undefined)	i	250
O=C1C2CC=C(Cl)CC2C(=O)N1c1ncn[nH]1 (centres undefined)	-30	25
CN1CCN(C(=O)C2CCCCC2C(=O)O)CC1 (centres undefined)	3	35
CN(C(=O)C1CCOC1)c1nnc(C2CCOC2)s1 (centres undefined)	39	21
O=C1OC(Nc2ccc(Br)cn2)c2ccccc21 (centres undefined)	23	27
NC1=NC2(CCCCCC2)n2c(nc3ccccc32)N1	0	40
CCCNC(=O)c1cc2nc(-c3ccccc3)cc(C(F)(F)F)n2n1	-38	24
Cn1ncc(Cl)c1C(=O)Nc1cccc(Cl)c1	-4	20

Some of the compounds tested (hit frequency here may not be typical).
